HEK293 cAMP cs – parental HEK293 cAMP activation (counter-screen). parental HEK293 CNG cAMP sensor, membrane potential fluorescence. Potency, µM (top dose mostly 57.1 µM), for the others: at the top dose activation, most hits filed as activators. hit rate 2.5% among 73,000. AID 938; further: potency means the concentration at half of the fitted maximal effect; % of control where 0% means no effect; nearly all actives have a fitted effect of over 55% in size
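Parental HEK 293 cells stably expressing a cAMP-gated CNG channel were loaded with membrane potential dye containing 100 uM RO 20-1724 for 60 min. Compound added for 30 min; depolarization read as fluorescence intensity at 590 nm.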
Rhodamine autofl – compound autofluorescence in rhodamine spectral region | hit rate 0.05% among 59,000 | Rhodamine-region fluorescence, 547/598 nm, Tris buffer; active compounds read high | max dye-equivalent concentration, M | AID 594; in the data active means max dye-equivalent concentration above about 11 nM; inconclusive means between about 1.1 nM and that limit
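A six-point rhodamine series on each plate calibrates the signal. Compounds sit in 100 mM Tris (pH 8.0) for 15 min at ambient temperature before imaging through 547 nm/598 nm filters.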
USP2a inh – blocks human ubiquitin-specific protease USP2a; O75604; USP2a enzymatic assay, qHTS inhibition; Potency, µM (series often up to 38.3 µM), inactives show top-dose activity change, negative = inhibition, usual class: inhibitors; hit rate 0.1% among 60,000; AID 927;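 further: potency means the concentration at half of the fitted maximal effect; nearly all actives have a fitted effect of over 60% in size; plate controls were DMSO for no effect and NEM full inhibition control for full effect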
Target sequence (O75604 whole entry, looked up): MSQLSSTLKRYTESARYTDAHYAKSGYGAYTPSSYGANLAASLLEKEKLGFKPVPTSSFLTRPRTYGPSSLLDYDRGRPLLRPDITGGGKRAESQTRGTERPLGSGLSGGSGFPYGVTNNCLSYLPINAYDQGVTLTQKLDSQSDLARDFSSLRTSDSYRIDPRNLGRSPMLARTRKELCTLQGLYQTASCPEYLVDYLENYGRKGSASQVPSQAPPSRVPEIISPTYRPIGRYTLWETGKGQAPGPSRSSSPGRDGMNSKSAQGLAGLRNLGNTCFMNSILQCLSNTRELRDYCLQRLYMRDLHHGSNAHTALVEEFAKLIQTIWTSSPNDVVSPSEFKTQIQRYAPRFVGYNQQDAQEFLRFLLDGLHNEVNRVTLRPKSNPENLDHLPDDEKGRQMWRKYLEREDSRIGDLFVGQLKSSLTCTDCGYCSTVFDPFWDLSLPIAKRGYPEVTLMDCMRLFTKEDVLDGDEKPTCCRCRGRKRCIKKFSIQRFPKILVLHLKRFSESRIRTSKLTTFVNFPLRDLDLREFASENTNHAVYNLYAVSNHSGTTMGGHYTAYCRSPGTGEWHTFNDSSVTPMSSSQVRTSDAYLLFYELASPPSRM
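USP2 core (20 nM final) was preincubated with compound for 30 min at RT in 20 mM Tris-HCl pH 8.0, 2 mM CaCl2, 2 mM beta-mercaptoethanol; Ub-PLA2 (20 nM) plus NBD C6-HPC (20 uM) then added, fluorescence read after 2.5 h.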
Casp7 inh – caspase-7 (human) inhibition, allosteric or competitive; P55210; Potency, µM (highest dose often 57.5 µM), for the others: top-dose activity change, negative = inhibition, hits mostly inhibitors; hit rate 0.02% among 75,000; recombinant caspase-7, Ac-DEVD-AFC fluorescence rate; AID 889; active means well fitted inhibition curve with a large enough effect in the main read-out, with a control signal flat, not every such curve was filed as active; inconclusive means small, poorly fitted or top-dose-only effect, or a change in a side signal; further: potency means the concentration at half of the fitted maximal effect; % of control where 0% means no effect
ALOX15 inhib – blocks human 15-lipoxygenase activity | hit rate 1.4% among 74,000 | purified 15hLO-1, xylenol orange hydroperoxide absorbance | P16050 | Potency, µM (doses to about 57.1 µM), without a hit: at the top dose activity change, negative = inhibition, hits mostly inhibitors | AID 887; further: potency means the concentration at half of the fitted maximal effect; on the % scale 0 is the no-effect control and ±100 the full control effect; nearly all actives have a fitted effect of over 55% in size
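Compounds were preincubated 15 min at room temperature with 40 nM purified human enzyme (25 mM Hepes pH 7.5, 0.01% Triton X-100); 50 uM arachidonic acid reacted 6 min. Fe-xylenol orange detection, 30 min, absorbance ratio 573/405 nm.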
BRCT PPI green – blocks human BRCA1 BRCT binding to phosphopeptide, green readout. P38398. hit rate 0.05% among 75,000. BRCA1 BRCT-phosphopeptide binding, green fluorescence polarization. Potency, µM (series often up to 76.9 µM), inactives show at the top dose activity change, negative = inhibition, most hits filed as inhibitors;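 further: potency means the concentration at half of the fitted maximal effect; plate controls were peptide without protein for full effect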
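Compounds were incubated for 12 min at room temperature with a complex of 100 nM fluorescein-tagged pBACH1 decapeptide and 250 nM His-tagged BRCT protein. Buffer was phosphate pH 7.3 with EDTA, DTT and Tween 20. Disruption of binding lowers the polarization signal.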
Caspase-1 inhib – caspase-1 (human) inhibition, allosteric or competitive | Caspase-1 enzyme, Ac-WEHD-AFC fluorogenic rate | Potency, µM (highest dose often 57.5 µM), inactives show at the top dose activity change, negative = inhibition, most hits filed as inhibitors | hit rate 0.03% among 75,000 | AID 900;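 further: potency means the concentration at half of the fitted maximal effect; plate controls were vehicle for no effect and no substrate for full effect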
Tau fil binding – binders of human tau filaments; hit rate 2% among 71,000; P10636; AID 596; recombinant tau filaments, thioflavin S fluorescence, 15 h; filaments grown with octadecylsulfate alongside compound; Potency, µM (series often up to 57.1 µM), inactives show at the top dose activity change, negative = inhibition;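 further: potency means the concentration at half of the fitted maximal effect; on the % scale 0 is the no-effect control and ±100 the full control effect; actives lower thioflavin S fluorescence by blocking filaments or displacing dye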
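Tau 2 uM in ThS buffer dispensed; compound added; 60 uM ODS added (finals 1 uM tau, 30 uM ODS); 15 h 37 C; fluor ex450/em510.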
DNA Pol III inh – inhibitors of bacterial DNA polymerase III holoenzyme; hit rate 0.25% among 71,000; AID 603; reconstituted DNA polymerase III holoenzyme replication, biochemical; Potency, µM (series often up to 57.1 µM), for inactives: top-dose activity change, negative = inhibition; further: potency means the concentration at half of the fitted maximal effect; on the % scale 0 is the no-effect control and ±100 the full control effect
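Reconstituted *E. coli* holoenzyme (0.35 nM Pol III, 1 nM beta, 154 nM SSB, 2 nM primase) was preincubated with compound for 15 min at RT. Synthesis on 1.4 nM ssM13Gori ran 35 min, then was stopped with PicoGreen/EDTA and read as dsDNA fluorescence.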
BRCT PPI red – BRCT-phosphoprotein interaction inhibition (red fluorophore); P38398; BRCT-phosphopeptide binding, red fluorescence polarization; Potency, µM (titrated, usually from 76.9 µM), inactives show at the highest dose activity change, negative = inhibition, most hits filed as inhibitors; hit rate 0.03% among 75,000; AID 892; further: on the % scale 0 is the no-effect control and ±100 the full control effect
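Rhodamine-labelled pBACH1 10-mer (100 nM) bound to BRCT domain (100 nM) at pH 7.3; compounds incubated 12 min room temperature, polarization read. Free peptide defines full inhibition; unlabelled decapeptide titrated as control.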
HADH2 inh – inhibitors of human HADH2 dehydrogenase; AID 886; Potency, µM (highest dose often 57.1 µM), without a hit: top-dose activity change, negative = inhibition, most hits filed as inhibitors; hit rate 3.4% among 73,000; Q99714; recombinant HADH2, NADH fluorescence, beta-hydroxybutyryl-CoA; further: potency means the concentration at half of the fitted maximal effect; on the % scale 0 is the no-effect control and ±100 the full control effect; nearly all actives have a fitted effect of over 60% in size; many of its hits are not listed in these tables
Target sequence (Q99714 whole entry, looked up, one chain of several): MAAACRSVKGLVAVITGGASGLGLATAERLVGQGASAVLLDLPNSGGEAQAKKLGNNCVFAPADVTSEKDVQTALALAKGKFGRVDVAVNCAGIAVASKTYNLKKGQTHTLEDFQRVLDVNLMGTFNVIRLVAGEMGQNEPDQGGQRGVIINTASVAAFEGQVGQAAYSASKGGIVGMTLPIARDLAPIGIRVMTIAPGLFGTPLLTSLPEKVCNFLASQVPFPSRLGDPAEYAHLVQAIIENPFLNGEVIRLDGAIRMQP
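His-tagged recombinant enzyme from E. coli, 20 nM, preincubated 15 min RT with compound; reaction started with 1 mM NAD+ and 90 uM beta-hydroxybutyryl-CoA in 100 mM Tris-HCl pH 9.0. NADH fluorescence (ex 360/em 450) read over 4 min; last-minus-first difference.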
Starred values were filed as active, the others as inactive; [ ] = another dose, or the depositor's remark. Unless noted, the call rests on the fitted dose curve; in most records, active means well fitted curve in the direction sought with a large enough effect; inconclusive means small, poorly fitted or top-dose-only effect, or another doubt; inactive means no such curve, though single readings can be large; an effect the other way counts as inactive or inconclusive.

`CCN1CCN(C(c2ccc(F)cc2)c2nnnn2Cc2cccs2)CC1` (stereo not drawn) gave HEK293 cAMP cs 17.2%, Rhodamine autofl inactive, USP2a inh 23.6%, Casp7 inh -0.1%, ALOX15 inhib 3.3%, BRCT PPI green 0.9%, Caspase-1 inhib 0.7%, Tau fil binding 2.4%, DNA Pol III inh -2.4%, BRCT PPI red 0.3% and HADH2 inh -5.7%.
C/C(=C1\SC(N2CCOCC2)=NC1=O)c1ccc(C)cc1 was read as HEK293 cAMP cs 16.5%, Rhodamine autofl inactive, USP2a inh 8.9%, Casp7 inh -0.3%, ALOX15 inhib 4.2%, BRCT PPI green -0.7%, Caspase-1 inhib 0.9%, Tau fil binding -11.0%, DNA Pol III inh -6.0%, BRCT PPI red -1.5% and HADH2 inh -5.7%.
OB(O)c1ccc(Cl)s1 was read as HEK293 cAMP cs 5.7%, Casp7 inh 1.7%, ALOX15 inhib 2.9%, BRCT PPI green -3.6%, Caspase-1 inhib 1.0%, BRCT PPI red 1.8% and HADH2 inh -2.0%.
Screening CN(Cc1ccco1)c1cc(-c2cccnc2)ncn1 returned HEK293 cAMP cs -7.7%, Rhodamine autofl inactive, USP2a inh -1.4%, Casp7 inh -5.9%, ALOX15 inhib -2.1%, BRCT PPI green 1.4%, Caspase-1 inhib -4.3%, Tau fil binding 5.0%, DNA Pol III inh -5.2%, BRCT PPI red -3.0% and HADH2 inh -8.6%.
For Nc1ccn(-c2ccccc2)c(=O)c1 the results were HEK293 cAMP cs 11.0%, Rhodamine autofl inactive, USP2a inh 1.6%, Casp7 inh -0.7%, ALOX15 inhib -0.6%, BRCT PPI green 1.6%, Caspase-1 inhib -0.5%, Tau fil binding 125.0%, DNA Pol III inh 1.6%, BRCT PPI red -1.7% and HADH2 inh -1.7%.
`C=C(C)C1CCC(C)=C1CC(C)(C)/C=N\n1cnnc1` (stereo not drawn) gave HEK293 cAMP cs inconclusive, USP2a inh 0.8%, Casp7 inh 0.7%, ALOX15 inhib 6.8%, BRCT PPI green -4.0%, Caspase-1 inhib 0.4%, Tau fil binding -13.9%, DNA Pol III inh -1.1%, BRCT PPI red 1.1% and HADH2 inh -6.1%.
`CN(C)Cc1nc2c([nH]1)c(=O)n(C)c(=O)n2C` gave HEK293 cAMP cs 13.8%, Casp7 inh -11.0%, ALOX15 inhib 16.1%, BRCT PPI green -6.0%, Caspase-1 inhib -6.0%, Tau fil binding -12.0%, DNA Pol III inh 6.8%, BRCT PPI red 2.2% and HADH2 inh -31.0%.
O=C(NC1CCCC1)c1ccc(Br)s1 was read as HEK293 cAMP cs 5.6%, Casp7 inh -1.1%, ALOX15 inhib -1.0%, BRCT PPI green -2.6%, Caspase-1 inhib -1.2%, BRCT PPI red 0.5% and HADH2 inh 11.5%.
COc1ccc2c(c1OC)C(=O)OC2Nc1ccccn1 (stereo not drawn) was read as HEK293 cAMP cs -0.8%, USP2a inh 3.3%, Casp7 inh -0.1%, ALOX15 inhib 3.2%, BRCT PPI green -1.2%, Caspase-1 inhib -0.1%, Tau fil binding 19.4%, DNA Pol III inh -0.2%, BRCT PPI red 0.4% and HADH2 inh -10.1%.
`Cn1c(C(=O)NCCN2CCN(Cc3ccccc3)CC2)cc2c(=O)n(C)c3ccccc3c21` gave HEK293 cAMP cs 4.3%, Casp7 inh -1.0%, ALOX15 inhib 7.7%, BRCT PPI green -4.6%, Caspase-1 inhib -3.7%, Tau fil binding 34.8%, DNA Pol III inh -3.4%, BRCT PPI red 0.3% and HADH2 inh 9.5%.
CCN(c1cccc(C)c1)S(=O)(=O)c1ccc(O)c(C(=O)O)c1 was read as HEK293 cAMP cs -2.1%, Casp7 inh -2.4%, ALOX15 inhib inconclusive, BRCT PPI green -0.7%, Caspase-1 inhib -2.2%, BRCT PPI red -1.2% and HADH2 inh 4.6%.
Cc1ccc(C2C(C(=O)c3sc(C)nc3C)=C(O)C(=O)N2CCN2CCOCC2)o1 (stereo not drawn) was read as HEK293 cAMP cs 3.2%, Rhodamine autofl inactive, USP2a inh -8.1%, Casp7 inh -4.4%, ALOX15 inhib -6.4%, BRCT PPI green -0.8%, Caspase-1 inhib -8.0%, Tau fil binding 17.2%, DNA Pol III inh -6.8%, BRCT PPI red 0.3% and HADH2 inh -17.1%.
For Cc1cc(C)c(S(N)(=O)=O)c(C)c1-n1cnnn1 the results were HEK293 cAMP cs 2.1%, Rhodamine autofl inactive, USP2a inh -1.4%, Casp7 inh 1.0%, ALOX15 inhib 4.6%, BRCT PPI green -1.5%, Caspase-1 inhib -1.2%, Tau fil binding -8.4%, DNA Pol III inh -4.3%, BRCT PPI red -0.3% and HADH2 inh -5.3%.
`CC(=O)Cn1c(C(F)(F)F)nc2ccccc21` gave HEK293 cAMP cs -2.2%, USP2a inh 2.6%, Casp7 inh -0.8%, ALOX15 inhib 9.1%, BRCT PPI green -2.5%, Caspase-1 inhib -2.0%, Tau fil binding 5.2%, DNA Pol III inh -0.8%, BRCT PPI red 1.5% and HADH2 inh 12.2%.
Screening CC(C)N1C(=O)CCC1C(=O)NC1CCCC1 (stereo not drawn) returned HEK293 cAMP cs 8.6%, Rhodamine autofl inactive, USP2a inh -10.1%, Casp7 inh -3.0%, ALOX15 inhib -4.3%, BRCT PPI green -1.8%, Caspase-1 inhib -2.7%, Tau fil binding -11.8%, DNA Pol III inh -5.5%, BRCT PPI red 0.0% and HADH2 inh 7.2%.
`O=C1CCC(=O)N1OCCOc1ccc2c(c1)CCC2` gave HEK293 cAMP cs -1.8%, Rhodamine autofl inactive, USP2a inh 4.8%, Casp7 inh -1.3%, ALOX15 inhib 8.0%, BRCT PPI green -2.4%, Caspase-1 inhib 1.1%, Tau fil binding -1.4%, DNA Pol III inh -1.2%, BRCT PPI red 1.2% and HADH2 inh -4.7%.
For COc1ccc(OC)c(NC(=O)CCN2CCN(c3ccccc3F)CC2)c1 the results were HEK293 cAMP cs 11.9%[11.4 µM], USP2a inh 2.7%[7.66 µM], Casp7 inh -1.6%, ALOX15 inhib -6.5%[11.4 µM], BRCT PPI green -2.5%, Caspase-1 inhib -3.0%, Tau fil binding -4.0%[11.4 µM], DNA Pol III inh 2.7%[11.4 µM], BRCT PPI red -0.4% and HADH2 inh -1.8%[11.4 µM].
CCOC(=O)C1(Cc2ccc(O)cc2)NC(c2ccco2)C2C(=O)N(c3ccccc3F)C(=O)C21 (stereo not drawn) was read as HEK293 cAMP cs 18.5%, Rhodamine autofl inactive, USP2a inh 15.2%, Casp7 inh 0.0%, ALOX15 inhib 6.4%, BRCT PPI green -4.6%, Caspase-1 inhib -1.8%, Tau fil binding -7.5%, DNA Pol III inh -1.3%, BRCT PPI red -1.1% and HADH2 inh -3.3%.
For Cc1cccc(OCCCC(=O)Nc2ccc(N3CCOCC3)cc2)c1 the results were HEK293 cAMP cs 12.8%[11.4 µM], USP2a inh 10.0%[7.66 µM], Casp7 inh -0.5%, ALOX15 inhib -4.4%[11.4 µM], BRCT PPI green 0.0%, Caspase-1 inhib -3.6%, Tau fil binding inconclusive, DNA Pol III inh 4.9%[11.4 µM], BRCT PPI red 1.1% and HADH2 inh -0.3%[11.4 µM].
For Nc1nnc(SCC(=O)N2CCN(c3ccccc3)CC2)n1-c1ccccc1 the results were HEK293 cAMP cs 0.3%, Rhodamine autofl inactive, USP2a inh 7.9%, Casp7 inh -0.3%, ALOX15 inhib 5.4%, BRCT PPI green -5.1%, Caspase-1 inhib -0.1%, Tau fil binding -5.7%, DNA Pol III inh -3.7%, BRCT PPI red -0.2% and HADH2 inh 1.5%.
Screening CN(CC(=O)NC1CCCCCCC1)S(=O)(=O)c1cccc2cccnc12 returned HEK293 cAMP cs 28.6%, Casp7 inh -3.9%, ALOX15 inhib -4.3%, BRCT PPI green -0.2%, Caspase-1 inhib 0.2%, Tau fil binding -7.4%, DNA Pol III inh -0.9%, BRCT PPI red 0.2% and HADH2 inh -6.1%.
`CS(=O)(=O)N1CCC2(CC1)CN(c1ccccc1)C2` gave HEK293 cAMP cs 22.5%, Rhodamine autofl inactive, USP2a inh -5.2%, Casp7 inh -1.1%, ALOX15 inhib -10.7%, BRCT PPI green -3.1%, Caspase-1 inhib -5.6%, Tau fil binding -20.7%, DNA Pol III inh -11.9%, BRCT PPI red 0.6% and HADH2 inh -7.9%.

This is a subset, so the mix of outcomes need not match the whole.
